FBW7 act: activators of human E3 ligase FBW7 | normalized activity (activation), % at 26.1 µM | Q969H0 | AlphaScreen FBW7–phospho-cyclin E peptide binding, activator screen | 650,000 tested, 0.13% active; in the data active means normalized activity above about 1.9%;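 further: purified mutant Fbw7 with reduced substrate affinity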
Target sequence (Q969H0 whole entry, looked up): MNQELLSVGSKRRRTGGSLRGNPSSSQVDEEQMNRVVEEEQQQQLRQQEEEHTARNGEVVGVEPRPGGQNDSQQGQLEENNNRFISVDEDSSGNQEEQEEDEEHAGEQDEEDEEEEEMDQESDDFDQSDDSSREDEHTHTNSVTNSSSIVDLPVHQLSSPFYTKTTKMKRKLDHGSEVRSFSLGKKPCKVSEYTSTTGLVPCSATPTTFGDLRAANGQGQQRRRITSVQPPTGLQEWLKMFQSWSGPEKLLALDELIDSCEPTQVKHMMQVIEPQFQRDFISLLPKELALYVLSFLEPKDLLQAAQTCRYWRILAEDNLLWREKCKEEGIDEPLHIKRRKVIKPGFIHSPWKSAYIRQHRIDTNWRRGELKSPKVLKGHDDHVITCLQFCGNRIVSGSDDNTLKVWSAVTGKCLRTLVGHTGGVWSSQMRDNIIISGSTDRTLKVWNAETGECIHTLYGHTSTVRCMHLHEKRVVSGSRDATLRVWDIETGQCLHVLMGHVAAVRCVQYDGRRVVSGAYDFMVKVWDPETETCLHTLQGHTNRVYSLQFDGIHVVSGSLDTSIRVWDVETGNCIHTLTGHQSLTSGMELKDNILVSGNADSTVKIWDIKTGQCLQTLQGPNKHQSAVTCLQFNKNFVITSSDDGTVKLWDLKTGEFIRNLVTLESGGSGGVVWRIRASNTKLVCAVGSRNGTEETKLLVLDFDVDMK
MITF primary: inhibitors of human MITF. inhibition, % at 2.6 µM. O75030. AlphaScreen MITF homodimerization, bead proximity signal. AID 1259374. 650,000 tested, 0.91% active; in the data active means inhibition above about 50%;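 further: 0% = vehicle wells with protein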
TEAD-YAP inh: TEAD-YAP interaction inhibition; HEK-TIYL cells, TEAD-Gal4/YAP UAS-luciferase luminescence; inhibition, % at 9.12 µM; 640,000 tested, 1.4% active; AID 1259422; in the data active means inhibition above about 32%;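 further: 0% = median of test compound wells and 100% = reference inhibitor wells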
GPR151 activ: activates the human receptor GPR151 | PathHunter beta-arrestin GPR151 cells, luminescence | 650,000 tested, 1% active | activation, % at 11.2 µM | Q8TDV0; in the data active means activation above about 4.9%;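 further: 0% = median of compound wells and 100% = cells with positive control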
* = called active by the depositor.

SMILES	FBW7 act	MITF primary	TEAD-YAP inh	GPR151 activ
O=C1CC(c2ccco2)CC(O)=C1C=Nc1cc(Cl)ccc1Cl (stereo unspecified)	0.5	32	3	0.0
Cc1nn(C(=O)c2cccnc2)c(C)c1Sc1ccccc1[N+](=O)[O-]	0.2	3	-5	-0.7
Cc1cc(C)c(Nc2ncnc(N)c2[N+](=O)[O-])c(C)c1	-0.1	-7	6	1.4
COc1cccc(C=O)c1OCCCN1CCCCC1	0.2	44	-6	4.8
Brc1cccc(CNc2cc3c(cc2Br)OCCO3)c1	-0.1	6	-11	-1.4
C=CCc1ccccc1OCCOc1ccc(/C=C2/C(=N)N3N=C(CC)SC3=NC2=O)cc1OC	0.2	2	-10	0.5
O=C1c2ccccc2C(=O)N1c1ccc(Cc2ccc(N3C(=O)c4ccccc4C3=O)cc2)cc1	0.0	3	-7	0.6
CC(C)Cn1nc(-c2ccccc2)c2ccccc2c1=O	0.0	9	9	-0.2
CCSCCOC(=O)C1=C(C)NC2=C(C(=O)C(C(=O)OC)C(C)C2)C1c1ccccc1[N+](=O)[O-] (stereo unspecified)	0.5	23	14	-0.3
Cc1ccc(N(C(=O)NC(=O)Nc2cccc(C(F)(F)F)c2)S(=O)(=O)c2ccc(C)cc2)cc1	0.6	11	1	-0.4
Cc1ccc(S(=O)(=O)N2CCOC23CCN(C(=O)COc2ccc(Cl)cc2)CC3)cc1	0.1	8	9	2.2
Cc1cccc(-c2noc(COc3cc(C)ccc3C)n2)c1	0.9	3	0	1.9
C#CCN1C(=O)S/C(=C/c2ccc(OCC(=O)OCC)cc2)C1=O	0.1	-2	5	1.2
CC1(C)Cc2nc3nc[nH]c(=O)c3cc2CO1	0.1	7	0	-0.2
O=C(c1ccco1)N1CCN(S(=O)(=O)c2ccc(Br)cc2)CC1	-0.1	3	3	-0.2

Profiles as entered above.
`C#CCN1C(=O)S/C(=C/c2ccc(OCC(=O)OCC)cc2)C1=O` is listed as FBW7 act: 0.1; MITF primary: -2; TEAD-YAP inh: 5; GPR151 activ: 1.2
`C=CCc1ccccc1OCCOc1ccc(/C=C2/C(=N)N3N=C(CC)SC3=NC2=O)cc1OC` is listed as FBW7 act: 0.2; MITF primary: 2; TEAD-YAP inh: -10; GPR151 activ: 0.5

More entries follow:
SMILES	FBW7 act	MITF primary	TEAD-YAP inh	GPR151 activ
CCOc1cc(/C=N/Nc2nc3c(c(=O)[nH]c(=O)n3C)n2CC(C)C)ccc1O	0.1	4	1	6.6*
COCCCNC(=O)c1oc2ccc(S(=O)(=O)N(C)C3CCCCC3)cc2c1C	0.0	3	5	1.4
COc1cccc(NC(=O)COc2cccc(-c3ccccc3)c2)c1	-0.2	0	-1	0.0
CCN(CC)C(=O)N1CCC(c2ccncc2)CC1	1.0	6	16	-1.1
O=c1[nH]c(Nc2ccccc2Cl)nc2n[nH]c(-c3ccccc3)c12	-0.4	20	-10	-0.1
C=CCn1c(=O)c2c(nc3n(Cc4ccco4)c(C)c(C)n23)n(C)c1=O	0.0	-5	2	2.5
Cc1cccc(C(=O)Nc2ccc(CC(=O)O)cc2)c1	0.1	9	25	-0.4
CSc1ccc(CN2CCN(S(=O)(=O)c3ccc(NC(C)=O)cc3)CC2)cc1	-0.1	35	25	3.8
Cc1ccccc1NC(=O)c1cc2cc([N+](=O)[O-])ccc2oc1=O	0.0	-5	7	-0.3
Nc1ccc(C(c2ccc(N)cc2)c2ccc(N)cc2)cc1	-0.1	16	-6	0.3
O=C(Nc1ccc(O)cc1C(=O)O)c1cccc(C(=O)Nc2ccc(O)cc2C(=O)O)c1	0.2	42	-1	-0.6
Cc1ccc2c(c1)C(O)(C1COC(C)(C)CC1=O)C(=O)N2 (stereo unspecified)	0.0	17	-6	2.8
COc1ccc(NC(=O)c2csc(C)c2)cc1OC	0.8	16	-9	0.2
O=C(O)c1cnc(N2CCN(c3ccccn3)CC2)c2ccccc12	-0.1	1	4	0.2
CCOC(=O)C1(Cc2cccc(Cl)c2)CCCN(C(=O)CSc2ccncc2)C1 (stereo unspecified)	0.4	5	1	1.3
O=S(=O)(c1ccc(Cc2ccc(S(=O)(=O)N3CCCCC3)cc2)cc1)N1CCCCC1	0.0	-22	-4	-0.2
COc1ccc2[nH]c(=O)c(CN(CCCO)C(=S)NCCCN(C)C)cc2c1	0.2	-6	0	0.0
COc1ccc(CN=C2NN=C(c3ccccc3)CS2)cc1	-0.2	6	-40	0.4
Cn1c(N2CCCCC2)nc2c1c(=O)n(Cc1ccc(Cl)cc1)c(=O)n2C	-0.1	-9	3	-0.5
COc1cc(C(=O)OCC(=O)NCC(F)(F)F)cc(OC)c1OC	-0.1	5	-3	-0.4
CC1=NN(c2ccc(Cl)cc2)C(=O)/C1=C\c1c(O)n(-c2ccccc2)c(=O)[nH]c1=O	0.5	19	5	0.3
Cc1nn2c(C(F)(F)F)cc(-c3ccc(Cl)cc3)nc2c1C(=O)N1CCN(C(c2ccccc2)c2ccccc2)CC1	-0.1	9	-2	0.1
Cc1nnc(C)c2c(C)n(Cc3ccco3)c(C)c12	-0.3	-1	-3	0.1
Cc1noc(C)c1C(=O)Nc1ccc(N2CCOCC2)c2nonc12	0.0	5	-4	0.6
CCCCc1nc(SCC(=O)Nc2cccc(Cl)c2)n[nH]1	0.0	-9	-2	0.3
O=C(Cc1cscn1)N1CCOc2ccc(CN3CCc4sccc4C3)cc2C1	0.1	-3	7	-0.4
CN(C(=O)c1ccccn1)C(Cc1ccccc1)C1CCN(Cc2ccoc2)CC1 (stereo unspecified)	-0.1	-6	3	0.5
CCn1cc(Br)c(C(=O)Nc2cccc(SC)c2)n1	0.1	-2	-25	6.4*
Nc1ccc2c(c1)S(=O)(=O)c1cc(N)ccc1O2	-0.1	3	-59	7.4*
O=C(OCc1nnc(-c2ccccc2)o1)c1ccc(N2CCCC2)c([N+](=O)[O-])c1	-0.1	8	4	-1.1
Cc1cc(C)cc(N=C2NC(=O)/C(=C/c3ccc(-c4ccc(C(=O)O)cc4)o3)S2)c1	-0.5	-10	6	0.2
Cc1cc(C)cc(NC(=O)NCCNc2nc3cc4c(cc3cc2C#N)OCO4)c1	0.3	9	2	1.7
CCN(CC)C(=S)SCc1cn2ccsc2n1	0.0	-3	-26	-0.4
O=S(=O)(Nc1ccc(-c2cn3c(n2)SCC3)cc1)c1ccc2c(c1)OCCO2	-0.1	0	2	0.1
Cn1c(NC(=O)c2cc(Cl)ccc2[N+](=O)[O-])cc(=O)n(C)c1=O	-0.2	-9	1	-1.4
Cc1ccc(Sc2ccc(S(N)(=O)=O)cc2)cc1C	0.0	8	-16	0.4
CC1=C(C(=O)OCCc2ccccc2)C(c2ccncc2)C2=C(CC(C)(C)CC2=O)N1 (stereo unspecified)	0.6	14	2	-1.5
CCOCC(=O)Nc1c(C(=O)Nc2ccccc2F)oc2ccccc12	0.3	9	-11	2.8
C/C(=N\Nc1nc2ccccc2[nH]1)C1CC1	-0.4	-6	-17	0.9
O=C(Nc1nc(-c2cccc([N+](=O)[O-])c2)cs1)C12CC3CC(CC(C3)C1)C2	-0.1	-2	-1	-1.1
CC(O)CNc1ncnc2c1c(-c1ccccc1)cn2-c1cccc(Cl)c1 (stereo unspecified)	0.1	14	-2	-0.9
O=C1[C@@H]2C[C@@H](O)CN2C(=O)[C@H]2CN(Cc3cccc(F)c3)CCN12	0.2	-19	3	0.4
c1ccc(-c2ccccc2OCCCCn2ccnc2)cc1	-0.3	40	2	0.7
CCOC(=O)c1sc2ncn(CC(=O)Nc3ccccc3Cl)c(=O)c2c1C	0.0	-2	-1	0.6
COc1ccc(Oc2coc3cc(OC(=O)c4cccs4)ccc3c2=O)cc1	-0.2	-1	7	0.4
CC1=C(C(=O)Nc2ccc(C)cc2C)C(c2ccc(N(C)C)cc2)NC(=O)N1 (stereo unspecified)	0.3	17	3	-1.3
CCOC(=O)c1c(NC(=O)C(C)Sc2nnc(CNC(=O)Cc3ccc(OC)cc3)n2-c2ccc(F)cc2)sc2c1CCC2 (stereo unspecified)	0.1	6	1	2.6
COc1ccc(CNCc2cn3c(-c4ccc(Br)cc4)nnc3s2)cc1	-0.2	-11	-3	-0.5
Cc1cccc(C)c1N1C(=O)CNC1=S	0.3	-10	2	0.0
CC(=O)NN1C(=O)c2ccccc2NC1c1ccc(N(C)C)cc1 (stereo unspecified)	0.1	-10	-1	-0.6
COc1ccc(CCn2c(O)c(/C=C3\C=Nc4ccccc43)c(=O)[nH]c2=O)cc1OC	-0.7	10	-6	1.9
Cc1ccc2nc(-c3ccc(NC(=O)CNC4CC4)cc3)sc2c1	0.3	46	-22	-2.6
CC1=CSC2=NC(=O)/C(=C/c3cc(C)n(-c4cccc(F)c4)c3C)C(=N)N12	0.0	24	-39	-1.6
COC(=O)C1CCN(c2ccc([N+](=O)[O-])cc2[N+](=O)[O-])CC1	0.7	12	-3	1.8
Cc1ccc(NC(=O)CSC2=NCCN2)cc1	0.0	-6	7	-0.3
CN(C1CCCCC1)S(=O)(=O)c1cc(C(=O)Nc2ccccc2Cl)ccc1F	0.1	-1	5	1.2
CCOC(=O)c1ccc(CN(Cc2ccc(Br)cc2)S(=O)(=O)c2ccc(NC(C)=O)cc2)cc1	0.9	12	17	-0.3
O=C(CCc1ccccc1)Nc1ccc(F)c([N+](=O)[O-])c1	-0.1	9	16	1.4
CCOC(=O)C(Cc1ccccc1)NC(=O)c1ccccc1 (stereo unspecified)	-0.1	2	-3	-0.9
O=C(CCCn1c2ccccc2c(=O)c2ccccc21)Nc1cc(Oc2ccc(F)cc2F)cc([N+](=O)[O-])c1	0.1	13	-5	-0.4
Carrying on:
SMILES	FBW7 act	MITF primary	TEAD-YAP inh	GPR151 activ
NC(=O)CSc1nc2ccc(F)cc2c2c1CCCC2	-0.1	-1	-1	0.0
COc1ccc(-c2coc3c(O)c(O)c(OC)cc3c2=O)cc1	-0.3	13	-35	-1.4
COc1cc(-c2nc(-c3cccnc3)no2)cc(OC)c1OC	-0.2	2	-1	-1.1
COc1ccc(NC(=O)/C(=C\c2ccc(Cl)cc2)NC(=O)c2ccccc2)cc1	0.0	-5	-2	0.2
O=C(c1cnn(-c2ccccc2)c1-n1cccc1)N1CCC(N2CCCCC2)CC1	-0.1	-6	6	2.5
COCCn1c(SCC(=O)c2ccccc2)nc2cc(C(=O)OC)ccc2c1=O	0.1	5	-1	-1.6
COc1cc(Cl)c(C)cc1NC(=S)N(Cc1ccccc1Cl)CP(=O)(OC)OC	0.7	0	2	1.3
COCCn1c(=O)[nH]c2ncc(-c3cc(OC)c(OC)c(OC)c3)nc21	0.4	0	-5	0.2
CCC(Sc1nc2cc3c(cc2c(=O)n1CCC(=O)NCc1ccc2c(c1)OCO2)OCO3)C(=O)Nc1ccccc1OC (stereo unspecified)	0.0	4	2	1.4
O=C(NCCO)C(=O)NCC1OCCCN1S(=O)(=O)c1cccs1 (stereo unspecified)	-0.1	-5	7	-0.7
COc1cccc(CC2(CO)CCCN(Cc3ccc(OC)cc3F)C2)c1 (stereo unspecified)	-0.1	5	-1	-1.3
Cc1ccc(NC2=NS(=O)(=O)c3ccccc32)c([N+](=O)[O-])c1	-0.2	6	18	0.1
COc1cccc(/C=N/NC(=O)COc2ccc(-c3ccc(C#N)cc3)cc2)c1	-0.3	-12	4	1.1
CC(=O)N/N=C/c1cccc(I)c1	0.7	15	0	1.4
COC(=O)/C(=C1\C(=O)N(c2ccccc2)N=C1C)C(F)(F)F	0.1	16	-7	-1.0
Cc1ccc(NC(=O)c2ccc(C(=O)N(C(C)C)C(C)C)cc2)cc1	-0.1	-4	5	1.3
Cc1ccc(C)c(N(C)S(=O)(=O)c2ccc3[nH]cc(C(=O)NCc4ccccn4)c(=O)c3c2)c1	0.0	0	1	3.0
O=C(O)C(O)C(O)c1nc2ccccc2[nH]1 (stereo unspecified)	0.1	9	-4	1.8
CC(C)c1ccc(NC(=O)NC2CCN(CC(=O)Nc3cccc4ccccc34)CC2)cc1	0.7	3	-4	-0.8
N[C@H]1CCC[C@H](C(=O)Nc2cccc3cnccc23)C1	-0.4	26	-6	1.6
Cc1cccc(Oc2nc3ccccc3n3c(C)nnc23)c1C	-0.1	15	6	1.0
CCC(C)(C)NC(=O)C1CCN(c2nc3ccccc3s2)CC1	0.0	2	-64	0.1
O=C(NC1CC1)C(Cc1ccccc1)c1ccccc1 (stereo unspecified)	0.0	-13	-2	-0.4
Cc1ccc(S(=O)(=O)N(CCO)Cc2cc3ccc(C)c(C)c3[nH]c2=O)cc1	0.0	-1	0	2.0
COCCn1c(=O)n(CC(=O)N2CCOCC2)c2cccnc21	-0.1	-5	-5	-0.4

Nothing new here: entries from further up.
SMILES	FBW7 act	MITF primary	TEAD-YAP inh	GPR151 activ
Cc1ccc2c(c1)C(O)(C1COC(C)(C)CC1=O)C(=O)N2 (stereo unspecified)	0.0	17	-6	2.8
COc1ccc(NC(=O)c2csc(C)c2)cc1OC	0.8	16	-9	0.2
O=C(O)c1cnc(N2CCN(c3ccccn3)CC2)c2ccccc12	-0.1	1	4	0.2
CCOC(=O)C1(Cc2cccc(Cl)c2)CCCN(C(=O)CSc2ccncc2)C1 (stereo unspecified)	0.4	5	1	1.3
O=S(=O)(c1ccc(Cc2ccc(S(=O)(=O)N3CCCCC3)cc2)cc1)N1CCCCC1	0.0	-22	-4	-0.2
COc1ccc2[nH]c(=O)c(CN(CCCO)C(=S)NCCCN(C)C)cc2c1	0.2	-6	0	0.0

Screening data as filed in PubChem BioAssay.
